Screening results (PubChem)
L major viab: reduces viability of Leishmania major promastigotes. resazurin fluorescence viability. inhibition, % at 10 µM. 200,000 tested, 9% active. AID 1063; in the data active = inhibition above about 50%;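 also: promastigotes grown with compound for 44 hours at 28 °C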
PMI activator: phosphomannose isomerase (human) activation; purified human PMI, coupled resazurin fluorescence, 20 min; active compounds read high; 1 = vehicle control, 0 substrate-free wells; activation factor at 20 µM; 190,000 tested, 0.005% active;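 active = activation factor of 2 or more at 20 µM, relative to plate controls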
TNAP inh noacc: TNAP (human) inhibition, acceptor-free conditions. P05186. purified TNAP, CDP-star luminescence, 30 min. inhibition, % at 20 µM. 200,000 tested, 0.26% active;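 active = tissue-nonspecific alkaline phosphatase inhibition above about 50% at 20 µM in the single-dose screen, limit read from the data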;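 also: 0% = DMSO negative control and 100% = EDTA positive control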
Target sequence (P05186 whole entry, looked up): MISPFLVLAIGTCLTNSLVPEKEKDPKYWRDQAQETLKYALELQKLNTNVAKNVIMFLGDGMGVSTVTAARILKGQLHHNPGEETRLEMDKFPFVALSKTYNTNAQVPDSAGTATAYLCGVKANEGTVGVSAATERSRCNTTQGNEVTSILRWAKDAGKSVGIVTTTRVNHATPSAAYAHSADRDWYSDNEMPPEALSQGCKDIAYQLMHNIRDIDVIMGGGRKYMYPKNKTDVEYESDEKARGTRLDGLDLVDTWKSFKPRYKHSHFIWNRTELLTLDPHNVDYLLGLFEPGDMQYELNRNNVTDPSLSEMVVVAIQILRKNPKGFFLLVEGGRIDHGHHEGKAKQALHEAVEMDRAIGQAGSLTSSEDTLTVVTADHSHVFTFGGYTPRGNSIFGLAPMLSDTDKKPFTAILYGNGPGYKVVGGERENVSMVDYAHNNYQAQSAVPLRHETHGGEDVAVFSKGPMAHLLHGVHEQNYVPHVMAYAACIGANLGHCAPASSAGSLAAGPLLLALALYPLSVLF
Hsp70 act: transcriptional activators of Hsp70; HeLa Hsp70 promoter luciferase reporter, luminescence; scaled: vehicle 0, proteasome-inhibitor control 100%; activation, % at 10 µM; 200,000 tested, 0.04% active; AID 1203;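 active = activation above the mean across all tested compounds plus 3 SD, cutoff set per campaign, cut at about 5.5% in these data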;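 also: 100% = MG132 at 30 µM as the positive control and 0% = DMSO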
Efa HMGR inh: E. faecalis class II HMG-CoA reductase inhibition. purified E. faecalis HMGR, NADPH absorbance 340 nm kinetic. inhibition, % at 10 µM. 190,000 tested, 0.41% active;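 active = inhibition above a set limit, the median over all tested compounds plus 3 SD, cut at about 9.5% in these data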;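 also: enzyme runs in reverse so mevalonate oxidation gives rising NADPH absorbance; 0% = complete reaction with DMSO and 100% = background rate lacking mevalonate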
RAM inhibit: yeast RAM network inhibition; S. cerevisiae dse1pr::URA3 reporter, 5-FOA growth OD615, 2 d; analog-sensitive cbk1-as2 kinase mutant strain; inhibition, % at 50 µM; 190,000 tested, 1.8% active;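 active = inhibition above a set limit, 3 SD over mean compound inhibition, cut at about 8.4% in these data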;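 also: 0% = DMSO-only wells with no growth and 100% = 10 µM 1-NA-PP1 full growth; inhibition rescues growth on 5-FOA so higher OD means more RAM inhibition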
TNAP inh hiacc: blocks human TNAP under high phosphate acceptor concentration; 200,000 tested, 0.03% active; purified TNAP, CDP-star luminescence, 1 M DEA; P05186; inhibition, % at 20 µM;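 active = over 50% inhibition of tissue-nonspecific alkaline phosphatase at 20 µM in the single-dose screen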;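 also: plate controls were DMSO wells for no effect and EDTA-quenched wells as full inhibition for full effect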
PMI act hi M6P: activators of human phosphomannose isomerase at near-saturating mannose 6-phosphate; activation factor at 20 µM; P34949; coupled PMI enzyme assay, resazurin fluorescence, 20 min; active compounds read high; 1 = untreated enzyme, 0 = substrate-free blank; 190,000 tested, 0.34% active;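 active = activation factor of 2 or more at 20 µM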
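assay system = human phosphomannose isomerase with PGI, G6PDH, diaphorase coupling enzymes | quantity = 15 ng/mL PMI | incubation = enzyme reaction with compound 20 min at room temperature | medium = HEPES pH 7.4 buffer with MgCl2 and Tween-20 | compound dosing = one concentration, 20 µM, in 1% DMSO | measured by = Diaphorase-driven resazurin-to-resorufin fluorescence, excitation 544, emission 590 nm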
S1P3 antag: S1P3 (human) receptor antagonism. inhibition, % at 4.98 µM. 170,000 tested, 0.27% active. CHO S1P3 NFAT-BLA reporter, FRET fluorescence, antagonist mode. Q99500;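 active = inhibition above the plate cutoff, the mean inhibition of test wells on that plate plus 3 SD, cut at about 28% in these data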;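 also: cells challenged with S1P at its EC80 of 0.8 µM; blue over green emission ratio from cleaved BLA substrate after 4 h stimulation; 0% = S1P-stimulated wells and 100% = unstimulated DMSO-only wells; some compounds past the cut are filed as inactive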
Target sequence (Q99500 whole entry, looked up): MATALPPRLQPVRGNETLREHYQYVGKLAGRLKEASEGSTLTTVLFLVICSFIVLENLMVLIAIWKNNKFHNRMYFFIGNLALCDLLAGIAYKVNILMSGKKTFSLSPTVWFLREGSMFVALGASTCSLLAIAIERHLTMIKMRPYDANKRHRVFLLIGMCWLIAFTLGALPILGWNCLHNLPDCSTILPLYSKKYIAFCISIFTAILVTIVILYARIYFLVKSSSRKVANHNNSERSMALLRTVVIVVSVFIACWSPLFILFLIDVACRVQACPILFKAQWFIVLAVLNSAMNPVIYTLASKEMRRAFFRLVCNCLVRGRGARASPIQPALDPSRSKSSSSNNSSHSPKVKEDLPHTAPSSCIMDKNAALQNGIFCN
Redox H2O2 prof: compounds producing H2O2 with reducing agent – biochemical, NIH compound library profiling, artefact control for MLSCN library redox annotation, primary screen; DTT-dependent redox cycling H2O2, phenol red/HRP absorbance; 100% = 100 µM peroxide control, 0% = buffer; activation, % at 10 µM; 200,000 tested, 0.03% active; AID 878;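 active = activation of at least 50% relative to the plate's high and low controls in the primary single-dose screen; inactive = activation below 50%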;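 also: compound incubated with DTT at 0.8 mM final as the reducing agent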
An asterisk follows results filed as active; . = no result given; & = joins results of further samples.

SMILES	L major viab	PMI activator	TNAP inh noacc	Hsp70 act	Efa HMGR inh	RAM inhibit	TNAP inh hiacc	PMI act hi M6P	S1P3 antag	Redox H2O2 prof
CN(C)S(=O)(=O)c1cccn1-c1ncc(C(F)(F)F)cc1Cl	100*	1	-4	-0.3	3	0.2	-2	1	.	-3.3
CCNC(=S)Nc1cccc(Cl)c1C	-6	0.9	-8	-0.2	1	-0.7	-1	0.9	.	-0.2
Cc1ccccc1Nc1nc(N)nc(COC(=O)c2ccccc2)n1	-1	0.8	-7	-0.2	-1	0.5	1	0.8	5	-0.3
O=C(Nc1nc2c(s1)CCCC2)c1cccnc1	-6	0.9	-8	0.1	0	0.9	-2	1.1	-1	-2.1
O=C(O)CNC1=NCCCCC1	-5	1	-15	-0.4	0	2.3	-9	1	-14	-0.2
CC1CN(c2oc(COc3ccc(Cl)cc3Cl)nc2C#N)CC(C)O1 (stereo unspecified)	2	0.9	-11	-0.5	-3	5.1	-6	0.9	0	4.1
CC1(C)CC(=O)NC=C(c2ccccc2)C1	-5	0.9	-13	0.0	-5	3.8	-10	0.9	.	-2.5
COc1ccccc1NC(=O)CSc1nnc(COc2ccc(Cl)cc2)n1Cc1ccco1	4	0.9	-8	-0.2	1	5.9	-4	0.9	6	0.0
Cc1ccc(SCCCCN2C(=O)NC(C)(C)C2=O)cc1	1	0.8	-11	0.3	-12	0.2	-5	0.8	2	0.3
CCOc1ccc(-n2c(=O)c3c4c(sc3n(CC(=O)NCC3CCCO3)c2=O)CCCC4)cc1 (stereo unspecified)	-2	1	-7	-0.3	-5	0.5	2	1	10	-0.8
CCOCCOC(=O)C1=C(C)NC2=C(C(=O)CC(c3cccs3)C2)C1c1ccsc1 (stereo unspecified)	24	0.9	-15	-0.2	3	6.3	-5	0.8	18	-2.7
O=C(NCc1ccccc1F)C1CCCN1C(=O)NCc1ccccc1 (stereo unspecified)	1	1	-11	-0.3	2	2.1	-8	0.9	-2	2.2
COc1cc(CNc2ccc3[nH]c(=O)[nH]c3c2)cc(Cl)c1OCC(=O)NC(C)(C)C	10	0.2	-2	-0.4	2	0.5	5	0.2	10	2.2
CCOC(=O)COn1c(SCC(=O)OCC)nc2ccccc2c1=O	-2	1	-7	-0.3	-9	2.5	-8	1.1	.	-0.1
N#Cc1ccc(-c2ccc(OCC(=O)NCCCN3CCCC3=O)cc2)cc1	12	1	-2	-0.3	0	-0.2	-3	1	-13	-1.7
COc1ccc(OC)c(S(=O)(=O)N2c3cc(F)ccc3CCC2C)c1 (stereo unspecified)	100*	0.9	-6	-0.3	-4	2.8	-3	1	4	-2.4
N#C/C(=C/C=C/c1ccccc1)C(=O)Nc1ccccc1	21	1	-10	0.0	.	1.7	-2	1	.	4.2
OC(COc1ccc2ccccc2c1Cl)CN1CCOCC1 (stereo unspecified)	92*	0.9	-11	0.2	-1	2.2	-6	0.9	-9	-0.1
Cc1cc(NC(=O)CCSc2nc(-c3ccco3)cc(C(F)(F)F)n2)n(-c2ccccc2)n1	4	1	2	0.0	-5	4.0	2	0.9	.	0.8
CCN(CC)S(=O)(=O)c1cccc(C(=O)NCC(c2ccccc2)N(C)C)c1 (stereo unspecified)	0	1.1	-9	0.1	-6	1.3	0	1.2	-15	-0.1
CC1(C)Cc2cccc(OCC(=O)Nc3ccc(OCC(N)=O)cc3)c2O1	-8	1.1	-14	-0.3	1	3.1	-3	1	-9	-0.3
COc1ccccc1-n1c(-c2ccccc2)c[n+]2c1CCc1ccccc1-2	101*	1&1.1	-13&-19	-0.3&0.0	-1&-6	0.6&1.8	-9&-7	1&1.1	-5&0	-0.3&-0.3
O=C(Nc1ccccc1)/C(=C1\CCCN1)[N+](=O)[O-]	-6	1.1	0	-0.1	-6	1.8	-2	1.1	2	-0.5
OC(COC(c1ccccc1)c1ccccc1)CN1CCCCC1 (stereo unspecified)	99*	1	-8	-0.2	-1	-0.2	-2	1.1	.	0.7
CCOC(=O)c1nc2nc(-c3cccs3)cc(C(F)(F)F)n2n1	-2	1.2	-6	0.1	5	1.8	-1	1.2	-3	0.3
O=C(O)CCC(=O)N1CC=C(c2ccccc2)CC1	63*	1	-13	0.2	-2	-1.0	1	1	.	0.4
O=C(NC1CCCC1)C(c1cccs1)N(Cc1ccco1)C(=O)c1csnn1 (stereo unspecified)	5	0.8	-9	-0.4	-4	1.4	-5	0.9	-7	0.4
O=C(N/N=C/c1cc(Br)c(Br)s1)c1ccncc1	98*	1.1	2	-0.3	-4	3.4	4	1	-19	-0.8
Clc1ccc(OCc2nn3c(C4CCCCC4)nnc3s2)cc1	-6	0.9	-11	-0.5	-1	-0.1	-6	0.9	24	2.4
CC1=NN(C(=O)c2ccc(Br)cc2)C(O)(c2ccccc2)C1 (stereo unspecified)	-10	1.1	9	0.1	3	1.8	7	1.1	10	-1.8
CCOc1ncccc1C(=O)OCC(=O)Nc1ccc(-c2nc3ccc(C)cc3s2)cc1	-7	0.8	-6	-0.1	6	2.1	1	1	7	0.6
CC(C)COc1ccc2[nH]c3c(c2c1)CCCC3=O	-1	1	-14	-0.4	-3	1.3	-9	1.1	.	0.3
CCSc1nnc(NC(=O)C2C3C=CC(C3)C2C(=O)O)s1 (stereo unspecified)	-5	1.1	-5	-0.3	-7	0.0	-1	1	.	0.1
CCn1c2ccccc2c2cc(NC(=O)c3cc(OC)cc(OC)c3)ccc21	15	0.9	-6	-0.1	-1	8.6*	-5	0.9	-5	0.3
Cc1cnnc2ccc3c(no[n+]3[O-])c12	2	0.8	-12	0.2	-2	-0.3	-6	0.7	.	1.1
O=C(c1ccccc1)c1cccc(NC(=O)c2ccc(Br)o2)c1	97*	0.9	-6	-0.3	-1	7.0	-2	0.9	.	-0.2
Nn1c(Nc2ccccc2)nc2sc3c(c2c1=O)CCC3	2	0.9	-1	-0.1	-2	1.2	2	1	48	-0.7
COc1ccc(-c2cc(=O)c3cc(OC)ccc3o2)cc1	-3	1.1	-10	0.2	-6	-0.1	-5	1.1	-14	-0.5
COc1ccc(S(=O)(=O)Nc2c(C)c(C)cc3c2ncn3C)cc1	3	1.1	-18	-0.1	-2	1.7	-4	1.1	-5	-0.4
CCCCCCC1C(C#N)=C(N)OC2=C1C(=O)CC(C)(C)C2 (stereo unspecified)	-5	1.1	-14	0.0	-6	4.1	-6	1.1	12	-0.6
CCn1c(C)nc2cc(C(=O)N/N=C/c3ccc(OC)c(O)c3)ccc21	63*	1	-2	-0.5	-5	1.7	0	0.9	-20	-0.3
CC(C(=O)NCCc1ccc(F)cc1)N1CCN(Cc2ccccc2)CC1 (stereo unspecified)	83*	1.1	-8	-0.1	0	0.1	0	1.1	12	0.0
COc1cccc(-n2nnc3c(=O)n(CC(=O)Nc4ccc(C)cc4)cnc32)c1	-7	1.1	-7	-0.3	1	6.1	-2	1	-8	0.3
COc1cccc(CNC(=O)CCC2CCCN(C(=O)c3ccc(OC)o3)C2)c1 (stereo unspecified)	-6	1.1	0	-0.1	-5	-0.6	-8	1.1	-4	-0.8
CCCCOC(=O)CSCC(=O)N1N=C(c2cccs2)CC1c1ccc(F)cc1 (stereo unspecified)	-4	0.7	-7	-0.3	-2	8.3	1	0.8	-5	0.2
Cc1ccc(C)c(S(=O)(=O)c2c(N)n(/N=C/c3ccco3)c3nc4ccccc4nc23)c1	94*	1.1	-9	-0.2	0	3.8	0	0.8	3	2.1
O=C(COC(=O)/C=C/c1cccs1)NC(=O)Cc1ccccc1	-5	0.8	-12	-0.1	-4	6.2	-8	0.9	-26	-0.3
CCOc1cccc(-c2nnc3sc(COc4ccc(C)cc4)nn23)c1	-8	0.9	-7	0.3	-1	7.2	-9	0.9	-4	-0.7
COc1ccc(/C(C)=N/NC(=O)c2ccc(CSc3cccc4cccnc34)cc2)cc1OC	-2	0.9	-4	-0.1	-1	-1.1	-2	0.9	.	2.4
CCOC(=O)C(C)n1cnc2c(cnn2-c2ccc(Cl)cc2)c1=O (stereo unspecified)	-5	0.8	-7	0.0	-1	2.2	-5	0.9	-82	0.4
NC(=O)C1CCN(CCCNC2CC(=O)N(Cc3ccc(N4CCCC4=O)cc3)C2=O)CC1 (stereo unspecified)	-10	.	.	-0.1	.	.	.	.	-31	-1.1
N#CCOc1ccc(C2=NO[C@@H]3[C@@H]4C[C@@H]([C@H]5C(=O)N(c6ccc7c(c6)OCO7)C(=O)[C@@H]45)[C@H]23)cc1	-8	0.9	-10	-0.3	-10	1.9	-4	0.9	-18	0.2
Cn1c(=O)cc(NCc2ccccc2)[nH]c1=O	-2	0.9	-8	1.4	-4	0.2	0	1	.	-2.0
CN(C)c1ccc(C(CNC(=O)c2ccccc2)c2c[nH]c3ccccc23)cc1 (stereo unspecified)	14	0.9	-6	-0.4	-2	-0.1	-4	0.8	4	-0.1
O=C(NNC(=S)NC1CCCCC1)c1sc2ccccc2c1Cl	-6	1	-119	0.1	-5	4.3	-8	1.3	5	0.2
O=C(N/N=C/c1ccc2ncccc2c1)c1ccco1	9	1.1	-1	-0.1	-4	2.9	-8	1	-3	0.2
O=C1N(Cc2cccc(Cl)c2)C[C@@H]2C[C@@H](c3ccc4nonc4c3)N3CCC[C@@]123	60*	1.3	-6	-0.4	1	0.5	-3	1.1	3	-0.8
N=c1sccn1CC(=O)Nc1ccccc1Sc1ccccc1	13	1	1	0.2	-1	2.9	0	1	-19	-2.1
CCN1CCN(CCCNC(=O)C(NC(=O)C2CCC(C)CC2)C(C)C)CC1 (stereo unspecified)	0	1	-7	-0.1	-3	-1.0	-5	1	-10	0.0
CC(C)OC(=O)c1ccc(COC(=O)c2cnccn2)cc1	-1	1	-4	0.1	-2	-1.4	1	1	-16	0.3
COc1ccc(CCn2c(N)c(S(=O)(=O)c3cccs3)c3nc4ccccc4nc32)cc1OC	29	1	-12	1.1	1	8.4*	-3	0.9	.	-0.2
COc1ccc(OC)c2c(C)cc(N3CCN(C(=O)c4ccc(Cl)cc4)CC3)nc12	9	0.7	-10	0.1	4	-0.8	-4	0.8	.	0.0

A different layout for 3 compounds above.
Results follow in this order: L major viab	PMI activator	TNAP inh noacc	Hsp70 act	Efa HMGR inh	RAM inhibit	TNAP inh hiacc	PMI act hi M6P	S1P3 antag	Redox H2O2 prof
> Cc1cc(NC(=O)CCSc2nc(-c3ccco3)cc(C(F)(F)F)n2)n(-c2ccccc2)n1
 : 4	1	2	0.0	-5	4.0	2	0.9	.	0.8
> CCN(CC)S(=O)(=O)c1cccc(C(=O)NCC(c2ccccc2)N(C)C)c1 (stereo unspecified)
 : 0	1.1	-9	0.1	-6	1.3	0	1.2	-15	-0.1
> CC1(C)Cc2cccc(OCC(=O)Nc3ccc(OCC(N)=O)cc3)c2O1
 : -8	1.1	-14	-0.3	1	3.1	-3	1	-9	-0.3
